Bioassay records as filed in PubChem BioAssay.
HSF1 inhib – HSF1 inhibition | NIH3T3-HGL HSE-luciferase, MG132-induced, luminescence 8 h; active compounds read low | activity change, negative = inhibition, % at 7.5 µM (by protocol) | 0.77% of 300,000 active | AID 2098;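 active = more than half of replicate wells show activity change below -50%, luminescence cut by over half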;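 note: luciferase reports HSF-1 transcriptional activity via heat shock element; 0% = median of DMSO wells and -100% = zero luminescence signal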
HSF1 activator – increases HSF-1 driven luciferase reporter signal; NIH3T3-HGL HSF-1 luciferase reporter, MG132, 8 h; 100% = twice DMSO control signal; AID 504408; 1.7% of 300,000 active; activation, % at 9 µM;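 active = mean replicate activation of at least 50% with a set share of replicates each reaching 50%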;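 note: 0% = median of the neutral control wells and 100% = twice that signal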
IEC-6 cytotox – counter-screen for KLF5 inhibitors: cytotoxicity in IEC-6 cells | 0.78% of 290,000 active | inhibition, % at 5 µM | IEC-6 cytotoxicity, luminescence viability; in the data active = inhibition above about 22%;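 note: 0% = plate median of test compound wells and 100% = cytotoxic reference compound wells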
aSyn 5UTR inh – 5' untranslated region of α-synuclein, MLPCN primary screen | alpha-synuclein 5'UTR reporter, inhibitor activity | inhibition, % (tested at 7.5 µM) | 0.82% of 300,000 active | AID 1813; in the data active = inhibition above about 60%;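 note: H4 neuroglioblastoma cells stably carrying SNCA 5'UTR luciferase fusion; 0% = DMSO wells and 100% = positive control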
GSK3 alpha inh – blocks human GSK-3 alpha kinase; 0.1% of 320,000 active; ADP-Glo luminescence, 60 min; inhibition, % at 10 µM; P49840;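 in the data active = inhibition above about 50%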;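 note: GST-tagged GSK-3 alpha with peptide substrate and 25 µM ATP; 0% = DMSO neutral wells and 100% = GW8510 positive control wells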
Target sequence (P49840 whole entry, looked up): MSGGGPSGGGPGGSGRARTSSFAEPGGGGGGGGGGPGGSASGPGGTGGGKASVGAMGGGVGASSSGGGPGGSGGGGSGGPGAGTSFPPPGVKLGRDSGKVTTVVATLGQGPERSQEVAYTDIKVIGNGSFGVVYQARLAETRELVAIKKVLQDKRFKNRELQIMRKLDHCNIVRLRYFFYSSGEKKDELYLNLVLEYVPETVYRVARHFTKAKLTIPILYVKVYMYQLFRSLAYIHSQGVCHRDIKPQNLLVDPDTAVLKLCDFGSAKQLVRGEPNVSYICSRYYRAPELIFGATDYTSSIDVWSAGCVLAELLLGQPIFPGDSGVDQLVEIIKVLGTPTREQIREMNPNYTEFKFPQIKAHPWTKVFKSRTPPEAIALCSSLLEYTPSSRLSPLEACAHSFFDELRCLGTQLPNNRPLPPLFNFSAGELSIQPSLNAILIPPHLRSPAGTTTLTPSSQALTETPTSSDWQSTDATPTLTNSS
HIF act – HIF pathway transcriptional activation. U2OS HRE-luciferase reporter, luminescence; normalized: DMSO 0%, desferrioxamine 100%. activation, % at 7.5 µM (by protocol). 0.32% of 300,000 active;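 active = mean activation of at least 10% of the iron chelator positive control signal, with at least half of replicates also reaching 10%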
KLF5 inhibitor – suppresses KLF5 promoter-driven expression; DLD-1 KLF5 promoter-luciferase reporter, luminescence; AID 1700; 0.23% of 290,000 active; inhibition, % at 5 µM;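 active = inhibition above a per-plate limit of that plate's mean compound inhibition plus 3 SD, cut at about 60% in these data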;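 note: 0% = DMSO wells and 100% = LY294002 at 200 µM; higher means less KLF5 promoter-driven luciferase light; inactives centre near -14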
GSK3beta inhib – inhibitors of human GSK3beta kinase; GST-GSK3beta kinase, ADP-Glo luminescence, 60 min; active compounds read low; 0.038% of 300,000 active; AID 2097; activity score (negative = inhibition), % at 10 µM; P49841;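 active = more than half of replicate wells score below -50%, meaning over 50% inhibition versus plate controls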;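 note: 0% = median DMSO wells and -100% = median GW8510 positive control wells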
Target sequence (P49841 whole entry, looked up): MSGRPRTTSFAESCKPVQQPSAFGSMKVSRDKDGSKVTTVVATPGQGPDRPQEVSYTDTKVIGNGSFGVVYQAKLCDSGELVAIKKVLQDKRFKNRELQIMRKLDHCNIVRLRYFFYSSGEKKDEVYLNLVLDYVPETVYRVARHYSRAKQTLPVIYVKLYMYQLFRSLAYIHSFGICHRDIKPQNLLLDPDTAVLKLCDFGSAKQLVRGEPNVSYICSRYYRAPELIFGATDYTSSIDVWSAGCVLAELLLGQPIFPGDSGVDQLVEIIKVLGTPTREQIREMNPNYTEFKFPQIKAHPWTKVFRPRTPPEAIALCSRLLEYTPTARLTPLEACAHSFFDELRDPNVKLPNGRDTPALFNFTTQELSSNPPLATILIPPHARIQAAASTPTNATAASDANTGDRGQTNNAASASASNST
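test system = GST-tagged human GSK3beta kinase, cell-free | reagent = 25 µM ATP with peptide substrate | dosing = one dose of 10 µM per compound | schedule = 60 min reaction, RT | detection = luminescent ADP-Glo measurement of ADP formed | control set = DMSO neutral wells and GW8510 at 20 µM as positive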
AI-2 QS mod – modulates the Vibrio harveyi AI-2 quorum sensing system | Vibrio harveyi JMH597 AI-2 luminescence/OD600 ratio, 9 h; active compounds read low; strain lacks LuxN and CqsS sensors; 0 = neutral-control median | activity change, % at 7.5 µM | 0.4% of 300,000 active; in the data active = activity change below about -75%, passing the limit was not always enough;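 note: luminescence divided by OD600 gain over 9 h not by final OD600 alone; inactives centre near 13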
HSP90 inh – HSP90 refolding inhibition in rabbit reticulocyte lysate; luciferase refolding luminescence, 3 h; inhibition, % at 5.6 µM; 0.91% of 290,000 active; AID 1789;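 active = inhibition above the screen-wide mean plus 3 SD, computed separately per campaign, cut at about 16% in these data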;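 note: 0% = DMSO wells and 100% = 60 µM geldanamycin wells; inhibitors lower the luminescence because luciferase stays unfolded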
Active calls of the source: *; . = not tested or not shown. Outcome played no part in choosing rows; any-hit rate near 4.7%.

compound	HSF1 inhib	HSF1 activator	IEC-6 cytotox	aSyn 5UTR inh	GSK3 alpha inh	HIF act	KLF5 inhibitor	GSK3beta inhib	AI-2 QS mod	HSP90 inh
CC(=O)N1c2ccc(S(=O)(=O)NCC3CCC(C(=O)N4CC(C)CC(C)C4)CC3)cc2CC1C (stereo not drawn)	2	2	4	50	0	-0.4	-25	2	33	0
Nc1nc(Nc2ccccc2)sc1C(=O)c1ccccc1	25	62*	-4	-121	92*	5.3	-111	-71*	6	2
CCOc1ccc(C(=O)NC2CCN(S(C)(=O)=O)CC2)cc1	-10	15	-2	-14	-2	0.8	-2	2	30	-3
Cc1ccc(CNC(=O)CCS(=O)(=O)c2cccc3nsnc23)cc1	-4	12	5	-2	-2	-0.2	4	14	39	4
O=S(=O)(c1ccc(N2CCN(CCO)CC2)nc1)N1CCCCC1	-17	-8	-1	18	2	-0.6	9	2	24	6
CC(=O)c1cccc(NC(=O)c2ccncc2)c1	.	.	-2	.	14	.	-12	-4	14	0
CCn1cc(S(=O)(=O)Nc2ccc(Cl)cc2F)cn1	2	2	-2	10	0	0.3	-21	6	15	2
COc1ccc(CNC(=O)CCCNS(=O)(=O)c2cccc3nonc23)cc1	-11	19	-13	6	1	-0.5	-14	2	5	2
COCCN1CCN(C(=O)c2cc(COc3cncc(Cl)c3)on2)CC1	-4	-18	2	15	.	-0.3	-19	-1	8	0
CC1CCCN(C(=O)c2ccc(S(=O)(=O)Nc3ccccc3Cl)cc2)C1 (stereo not drawn)	0	-3	-5	5	-4	0.2	-14	3	22	-10
COC(=O)c1sccc1NC(=S)Nc1ccc(OC)cc1	6	6	5	11	-1	0.3	8	1	14	0
CC(=O)c1ccc(NC(=S)Nc2ccc(Br)c(Cl)c2)cc1	9	2	2	-48	0	5.0	-15	0	55	-1
O=C(C1CCN(S(=O)(=O)c2cccc3nsnc23)CC1)N1CC=C(c2ccccc2)CC1	12	11	-6	15	-5	-0.3	-37	1	-3	-1
N#CCSc1nc2c(sc(=S)n2Cc2ccco2)c(=O)n1-c1ccc(F)cc1	23	35	-2	-10	6	-0.1	-12	1	28	9
Cc1ccc(C)c(C(=O)CC2(O)C(=O)Nc3ccccc32)c1 (stereo not drawn)	-5	5	-1	-27	-3	-0.2	-30	3	19	-2
COC(=O)/C(=N/Nc1ccccc1OC)N1CCCc2ccccc21	-2	6	6	6	-4	-0.1	-2	0	22	1
O=C1OCCN/C1=C\C(=O)c1ccc(Cl)cc1	3	18	-9	17	-3	-0.3	-1	0	5	13
CCOc1ccc(N/C=C/C(=O)c2ccc(OC)cc2)cc1	2	5	8	-26	-2	-0.4	-36	0	10	1
CCOc1ccc(N(CC(=O)NC2CC3CCC2C3)S(=O)(=O)c2ccccc2)cc1 (stereo not drawn)	0	-1	-1	16	-2	-0.2	-14	-3	29	-5
CC(=O)Oc1c2occc2cc2ccc(=O)oc12	6	17	0	28	-2	0.3	-38	1	30	2
Cc1nnc(NC(=O)Nc2cccc(Cl)c2)s1	-1	23	0	-122	-2	3.3	-67	-2	-1	-3
O=C(NN1C(=O)/C(=C\c2cccnc2)SC1=S)C(c1ccccc1)c1ccccc1	-3	2	-3	10	-3	0.2	2	2	28	-4
CCCCNc1c(-c2ccc(SC3CCCCC3)cc2)nc2ccccn12	-3	-18	.	-83	1	6.2	.	-1	13	.
Nc1cc(-c2ccc(Br)cc2)nn1S(=O)(=O)c1cccc2nsnc12	7	4	4	21	1	-0.4	-36	-2	16	2
CC(=O)N1CCN(c2ccc(S(C)(=O)=O)cc2[N+](=O)[O-])CC1	-1	-19	6	-17	-4	-0.5	-8	5	-1	2
COc1ccc(-c2noc(CCC(=O)NCCc3ccccc3)n2)cc1	-1	8	2	-20	-3	1.0	-7	0	17	1
Cc1ccc(S(=O)(=O)Nc2ccncc2)c(C)c1N(C)S(=O)(=O)c1ccc(Cl)cc1	-2	1	-10	-16	0	-0.4	-16	1	9	5
COc1ccc(N2C(=O)c3ccc(C(=O)Nc4cc(OC)ccc4OC)cc3C2=O)cc1	14	-7	6	-11	-2	-0.6	-17	-3	10	6
CC(C(=O)NC1C(=O)N2C(C(=O)O)=C(CSc3nnnn3C)CSC12)n1cc(Br)cn1 (stereo not drawn)	0	0	1	-41	2	0.7	-3	2	33	0
CC(=O)NC1C(=O)N=C(SCC(=O)NC(C)c2ccccc2)NC1=O (stereo not drawn)	-6	7	-1	1	-2	.	-68	-1	21	1
C=CCOc1ccccc1CNCCCN1CCOCC1	-1	9	5	5	-1	.	-7	2	17	2
COC(=O)c1ccc(/C=C2/SC(=S)N(CCC(=O)NCCCN3CCOCC3)C2=O)cc1	-1	-2	1	4	3	-0.7	-21	1	-2	5
COc1cccc(CNC(=O)Cn2c(=O)c3cccn3c3ccccc32)c1	-86*	-89	2	1	-1	0.2	-3	-4	22	-1
Cc1cc(N2CC34C=CC(O3)C(C(=O)O)C4C2=O)no1 (stereo not drawn)	0	-8	-2	1	-1	-0.6	-20	1	18	-2
Cc1cc2cc(C)c(NCCNC(=O)c3ccccc3)nc2cc1C	3	22	-2	-19	-1	0.1	10	-1	6	1
Cc1cc(C)nc(NC(=O)CN2C(=O)c3ccccc3S2(=O)=O)n1	2	6	.	1	-1	1.2	.	3	7	.
Cc1ccc(Oc2ccc(-c3nc(N)nc(N)n3)cc2)cc1	.	.	10	.	0	.	-31	.	.	2
Cc1nn(Cc2ccccc2Cl)c(Cl)c1C(=O)NCCc1ccccc1	41	61*	-12	-54	-1	1.6	-135	0	23	-1
COc1ccc(C(=O)C2CCN(CC(=O)Nc3cc(C)cc(C)c3)CC2)cc1	1	-6	2	21	-1	-0.3	-28	4	15	-6
CC(C)Oc1ccc(C(CC(=O)O)c2ccc(F)cc2)cc1 (stereo not drawn)	-1	-3	-4	5	-4	-0.4	-37	3	35	-5

Part of the list above in another layout.
Order of values – HSF1 inhib, HSF1 activator, IEC-6 cytotox, aSyn 5UTR inh, GSK3 alpha inh, HIF act, KLF5 inhibitor, GSK3beta inhib, AI-2 QS mod, HSP90 inh
Cc1cc2cc(C)c(NCCNC(=O)c3ccccc3)nc2cc1C
→ 3, 22, -2, -19, -1, 0.1, 10, -1, 6, 1
Cc1cc(C)nc(NC(=O)CN2C(=O)c3ccccc3S2(=O)=O)n1
→ 2, 6, ., 1, -1, 1.2, ., 3, 7, .
Cc1ccc(Oc2ccc(-c3nc(N)nc(N)n3)cc2)cc1
→ ., ., 10, ., 0, ., -31, ., ., 2

(continued)
compound	HSF1 inhib	HSF1 activator	IEC-6 cytotox	aSyn 5UTR inh	GSK3 alpha inh	HIF act	KLF5 inhibitor	GSK3beta inhib	AI-2 QS mod	HSP90 inh
CCCN(CCC)C(=O)c1ccc2c(c1)OCO2	-8	1	5	8	10	-0.1	0	-1	19	4
CCCNC(=O)COc1coc(CN2CCN(c3ccccc3)CC2)cc1=O	0	-7	4	1	-5	0.9	-38	-3	11	0
c1ccc([C@H]2CC3C[C@@H](c4ccccc4)N2O3)cc1	1	3	0	-10	.	0.5	-17	1	7	2
Cn1c(=O)c2c(nc(SCCN3CCCCC3)n2C)n(C)c1=O	-3	-1	-4	2	1	2.5	-48	-1	16	0
CCNc1nc(SCC(=O)Nc2ccccc2)nc(N2CCOCC2)n1	-1	15	-4	30	-5	0.3	-20	4	17	-4
N/C(=N\OC(=O)/C=C/c1ccccc1)c1ccncc1	28	47	-2	-133	3	3.5	-121	-2	-30	0
COc1ccc([N+](=O)[O-])cc1NCc1cccc([N+](=O)[O-])c1	16	18	-3	1	-2	0.0	-19	-4	9	-1
COCCN(C(=O)CCC(=O)Nc1ccccn1)C(C(=O)NCCC(C)C)c1ccc(F)cc1 (stereo not drawn)	-4	2	-2	-4	0	-4.0	-1	2	6	-3
CC(C)=CCc1cc([C@@H]2CC(=O)c3ccc(O)c(CC=C(C)C)c3O2)ccc1O	-9	-5	.	31	3	-0.4	.	-22	-2	.
Cc1ccc(C(=O)/C=C/Nc2ccccc2C(N)=O)cc1	21	42	-6	15	9	-0.1	-80	1	19	5
Cc1coc2cc3oc(=O)c4c(c3cc12)CCCC4	-1	-4	0	-29	2	0.3	-6	4	23	0
Cc1ccc(S(=O)(=O)N2CCOC23CCN(C(=O)C(=O)NCCC(C)C)CC3)cc1	13	22	.	1	-1	2.4	.	0	-12	.
CCN1CCN(Cc2nc(N)nc(Nc3ccc(C)c(C)c3)n2)CC1	-5	-17	0	5	1	0.2	-40	-2	23	-2
O=C1CSC(=S)N1/N=C/c1cc(Br)c(O)c(Br)c1	-12	-3	-14	-5	-3	-0.4	-26	1	99	-4
CN1CCN(CCCNC(=O)CCN2C(=O)COc3ccccc32)CC1	1	-7	-2	17	-6	-0.1	-30	2	21	-4
OCCCN1c2ccccc2Nc2nnc(-c3ccccc3)cc21	15	32	3	-189	-1	2.8	-153	-1	10	4
NC(=O)c1nsc(C(=O)N(Cc2ccc(F)cc2)C(C(=O)NCC2CCCO2)c2ccc(O)cc2)c1N (stereo not drawn)	-42	-51	-7	2	.	1.3	-8	2	2	-4
CCOC(=O)c1nnn(-c2ccc([N+](=O)[O-])cc2)c1C	.	.	0	7	-1	0.2	-28	0	-7	-1
CC(NC(=O)c1ccco1)C1COc2ccccc2O1 (stereo not drawn)	3	6	-4	-9	-3	-0.2	-19	0	6	-4
Cc1cc(-c2cc(C(=O)Nc3ccccc3)on2)nc(NC2CCCC2)n1	-7	1	.	38	-1	-0.4	.	-1	-3	.
COc1cccc(C2CC(=O)Nc3n[nH]c(-c4ccccc4)c32)c1OC (stereo not drawn)	9	1	1	27	61*	0.2	-22	-23	13	-5

Whole records, quoted from the list:
COC(=O)c1ccc(/C=C2/SC(=S)N(CCC(=O)NCCCN3CCOCC3)C2=O)cc1 is listed with HSF1 inhib: -1; HSF1 activator: -2; IEC-6 cytotox: 1; aSyn 5UTR inh: 4; GSK3 alpha inh: 3; HIF act: -0.7; KLF5 inhibitor: -21; GSK3beta inhib: 1; AI-2 QS mod: -2; HSP90 inh: 5
c1ccc([C@H]2CC3C[C@@H](c4ccccc4)N2O3)cc1 is listed with HSF1 inhib: 1; HSF1 activator: 3; IEC-6 cytotox: 0; aSyn 5UTR inh: -10; GSK3 alpha inh: .; HIF act: 0.5; KLF5 inhibitor: -17; GSK3beta inhib: 1; AI-2 QS mod: 7; HSP90 inh: 2
Cc1coc2cc3oc(=O)c4c(c3cc12)CCCC4 is listed with HSF1 inhib: -1; HSF1 activator: -4; IEC-6 cytotox: 0; aSyn 5UTR inh: -29; GSK3 alpha inh: 2; HIF act: 0.3; KLF5 inhibitor: -6; GSK3beta inhib: 4; AI-2 QS mod: 23; HSP90 inh: 0
